# From PubChem BioAssay
# PKA-R1A act = activators of PKA-R1A complex. P00514+P68181. PKA-R1A dissociation, Cy5-IP20 fluorescence polarization; scaled: DMSO 0%, 113 µM cGMP 100%. activation, % at 11.4 µM. 0.083% of 340,000 active;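 active = percent activation above the mean of all tested compounds plus 3 SD, cut at about 19% in these data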;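 note: higher means more PKAc released from R1A so a rise in polarization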
# V-ATPase pHluor = alters yeast V-ATPase proton transport; S. cerevisiae, pHLuorin cytosolic pH fluorescence; response, % at 10 µM; 0.37% of 350,000 active; in the data active = response mostly above about 7.3%, no sharp cut-off; inactive = mostly below about 5.4%; note: actives read high; inactives centre near 0; some compounds called inactive have numbers as strong as hits; reference of the scale not given here
# HTR5A ag = HTR5A agonism, opioid heterodimer counter-screen; P47898; HTR5A agonist assay, luminescence, cell-based; activation, % at 9.3 µM; 0.61% of 340,000 active; in the data active = activation mostly above about 9.5%, no sharp cut-off; inactive = mostly below about 7.6%;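 note: 0% = cells with vehicle only and 100% = reference agonist; strong numbers were not always called active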
# Target sequence (P47898 whole entry, looked up): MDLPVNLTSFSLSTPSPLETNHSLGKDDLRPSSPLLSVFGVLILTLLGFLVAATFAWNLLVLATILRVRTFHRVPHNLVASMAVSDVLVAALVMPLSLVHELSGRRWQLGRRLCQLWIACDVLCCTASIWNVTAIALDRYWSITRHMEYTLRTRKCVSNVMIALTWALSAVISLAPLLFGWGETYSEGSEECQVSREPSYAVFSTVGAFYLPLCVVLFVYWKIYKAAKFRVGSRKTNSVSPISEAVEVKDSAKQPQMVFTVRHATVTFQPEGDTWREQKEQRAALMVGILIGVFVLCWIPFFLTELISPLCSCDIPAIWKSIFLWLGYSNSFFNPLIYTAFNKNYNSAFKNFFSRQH
# MOR-DOR ag = agonists of human mu-delta opioid receptor heterodimerization; cells, OPRM1-OPRD1 heterodimerization, luminescence; P35372+P41143; 0.3% of 340,000 active; activation, % at 9.3 µM; in the data active = activation above about 18%;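 note: 0% = vehicle-treated cells and 100% = reference agonist; values of inactives mirror those of a sister screen read the other way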
# Pemphigus Ab inh = inhibitors of pemphigus antibody binding to human desmoglein-3; P32926; DSG3-coupled beads, scFv-anti-DSG3-GFP binding, flow cytometry; hits give low values; binding (percent of control), % at 10 µM; 0.48% of 310,000 active;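 active = binding more than 3 SD below its plate's average and above zero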;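 note: hits lower antibody fragment binding to DSG3; some compounds called inactive have numbers as strong as hits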
# Arr AP2 block = inhibitors of human beta-arrestin and AP2 interaction. FITC-arrestin peptide / GST-AP2 beads, flow cytometry; AP2 beta2 appendage carries R879A mutation. AID 504490. inhibition, % at 10 µM. 0.31% of 340,000 active;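 active = inhibition above a set limit, near 3 SD of compounds lacking own fluorescence, cut at about 54% in these data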;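 note: plate controls were DMSO wells for no effect and 5 µM unlabelled arrestin peptide for full effect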
#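 Assay system: GST-AP2 R879A bound to glutathione beads, E. coli-expressed; Medium: PBS with 0.05% Tween 20 and 0.1% BSA; Also added: fluorescein-tagged arrestin peptide at 50 nM final; Timing: 12 min plus 1 h, RT; Measured by: flow cytometry, FL1 (488/535 nm); Evaluation: percent drop in bead-associated FITC signal.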
# OPRM1-OPRD1 inv = mu-delta opioid heterodimer inverse agonism; P35372+P41143; cell-based MOR-DOR heterodimer luminescence; inhibition, % at 9.3 µM; 0.21% of 340,000 active; AID 504357; in the data active = inhibition above about 22%, passing the limit was not always enough;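 note: 0% = cells with DMSO and 100% = wells without cells with DMSO; values of inactives mirror those of a sister screen read the other way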
# HTR5A inv ctr = inverse agonist of human HTR5A in OPRM1-OPRD1 counter-screen; P47898; HTR5A cell line, luminescence, inverse agonism; inhibition, % at 9.3 µM; 0.083% of 340,000 active; AID 504634; in the data active = inhibition mostly above about 23%, no sharp cut-off; inactive = mostly below about 18%;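 note: 0% = cells with DMSO and 100% = no-cell wells with DMSO; some compounds called inactive have numbers as strong as hits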
# DAGLB inhibitor = blocks human DAGLB lipase activity | Q8NCG7 | HEK293T DAGLB membrane lysate, EnzChek fluorogenic substrate | inhibition, % at 5.17 µM | 0.059% of 340,000 active; in the data active = inhibition above about 34%;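 note: 0% = enzyme with vehicle and 100% = wells lacking enzyme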
# PKA-R2B act = activators of human PKA-R2B complex. activation, % at 11.4 µM. PKA-R2B holoenzyme dissociation, Cy5-IP20 fluorescence polarization; R2B truncated from residue 108, S112A mutant; 0% DMSO only, 100% 113 µM cGMP. AID 504700. 0.079% of 340,000 active. P22694+P31323;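 active = activation above a cutoff set at the mean over all compounds plus 3 SD, cut at about 18% in these data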;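 note: higher means more holoenzyme dissociation and a rise in polarization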
# Target sequence (P31323 whole entry, looked up, other chains not shown, the tested form may be a part): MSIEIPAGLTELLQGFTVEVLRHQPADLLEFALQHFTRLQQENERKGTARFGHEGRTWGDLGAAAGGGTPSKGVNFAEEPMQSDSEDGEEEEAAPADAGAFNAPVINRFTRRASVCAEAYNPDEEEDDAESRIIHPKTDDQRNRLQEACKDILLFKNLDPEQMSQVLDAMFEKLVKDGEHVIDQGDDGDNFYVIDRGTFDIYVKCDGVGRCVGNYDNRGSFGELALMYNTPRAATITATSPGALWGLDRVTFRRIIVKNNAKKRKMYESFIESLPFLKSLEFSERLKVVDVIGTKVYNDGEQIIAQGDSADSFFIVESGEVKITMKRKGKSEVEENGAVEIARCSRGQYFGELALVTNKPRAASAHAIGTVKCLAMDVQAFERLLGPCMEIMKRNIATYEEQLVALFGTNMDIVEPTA
# An asterisk follows results filed as active; x = no result given.
SMILES,PKA-R1A act,V-ATPase pHluor,HTR5A ag,MOR-DOR ag,Pemphigus Ab inh,Arr AP2 block,OPRM1-OPRD1 inv,HTR5A inv ctr,DAGLB inhibitor,PKA-R2B act
COc1cc(C(=O)OC(C)C(=O)Nc2ccc3c(c2)OCCO3)cc(OC)c1OC (stereo not drawn),-9.0,-1.5,-1.6,-1.5,x,-1.2,6.1,4.1,-0.9,0.1
COCCCNC(=O)Cc1ccc(S(=O)(=O)N2CCOCC2)s1,-1.3,2.8,7.4,-4.7,101.1,-5.5,17.6,-10.9,-3.0,-0.2
CCN(CC)S(=O)(=O)c1ccc(-c2nnc(SC)o2)cc1,0.2,-1.6,-2.1,-2.6,103.7,1.2,13.7,-7.9,0.5,3.9
CCN(CC)C(=O)c1cccc(C)c1,-11.6,1.7,-2.0,-1.7,94.7,10.0,9.7,-21.7,2.5,0.7
O=C(N/N=C/c1c(O)n(Cc2ccccc2)c(=O)c2ccccc12)c1cccnc1,-12.1,3.7,0.3,1.2,110.1,6.8,-5.6,10.9,2.4,-1.3
Clc1ccc(-c2cc(CSc3ccccc3)on2)cc1,-2.9,-5.0,3.5,1.4,x,-2.9,-5.8,0.9,-27.1,1.0
Cc1cnc(NC(=O)CSc2nnc(C)n2N)s1,-1.8,0.9,2.2,0.8,110.5,-4.7,-4.4,-18.9,0.1,-2.1
Cc1ccc(NC(=O)c2sccc2-n2cccc2)c(C)c1,4.4,4.0,-4.2,2.2,x,-4.7,-14.0,-10.1,-11.2,3.3
O=C(c1cccc(F)c1)N1CCN=C1SCc1cccnc1,9.5,-3.3,-0.6,-1.6,101.7,-1.6,8.1,1.7,3.8,-1.5
CN(Cc1ccccc1)C(CNS(=O)(=O)c1ccccc1)c1ccccc1 (stereo not drawn),-0.9,x,x,x,101.6,x,x,x,-7.7,-2.4
COc1ccc(-c2nnc(SC)nc2-c2ccc(OC)c([N+](=O)[O-])c2)cc1[N+](=O)[O-],11.1,1.2,0.8,-1.9,x,-2.0,9.3,1.6,-7.5,6.1
CC(C)(C)[C@H]1C=C(C(=O)Nc2ccccc2)O[C@@H](OCc2ccc(CO)cc2)C1,-11.3,-3.0,-7.7,3.1,102.1,-8.6,-17.8,17.3,-5.0,-4.5
CC(C)(C)OC(=O)C[C@@H]1C/C=C\C[C@H](CC(=O)NCCO)C(=O)N[C@@H](c2ccccc2)COC1=O,-8.9,-2.1,7.8,0.0,103.2,5.7,0.0,-19.7,1.0,12.6
Cc1ccc2cc(CCNS(=O)(=O)c3ccc(F)cc3)c(=O)[nH]c2c1,-6.3,4.1,-1.3,0.9,104.6,0.4,-5.1,3.7,-2.8,2.2
CCc1ccc(Nc2n[n+](-c3ccccc3)c(-c3cccc(Cl)c3Cl)s2)cc1,-5.7,8.2,0.9,2.7,102.7,18.4,-12.3,-1.1,-7.6,-2.0
Cc1cccc(NC(=O)CSCC(=O)N2CCCc3ccccc32)c1,2.1,0.6,-4.1,-1.6,106.9,38.0,8.6,-6.5,-5.4,-2.3
Cc1ccc(S(=O)(=O)NCCNC(=O)c2ccc(C)nc2)cc1,0.9,0.4,10.0,2.9,108.5,4.4,-23.9,-7.5,-3.0,4.0
C/C(=C\C(=O)c1ccc(Cl)s1)N(C)C,0.0,0.0,0.1,-2.1,103.3,-4.6,9.7,-0.3,-0.1,7.9
CCC1(C)Cc2[nH]c(=O)c(C#N)cc2CO1 (stereo not drawn),-6.1,2.6,0.6,-1.7,106.5,11.9,8.8,7.4,-3.5,-4.4
CCSc1nnc(NC(=O)c2csc(C)c2)s1,-7.0,-2.8,3.1,0.6,107.9,4.2,-3.5,25.7,-5.8,-0.3
O=C(Nc1ccc(N2CCOCC2)cc1)C1CC(=O)N(c2ccc(F)cc2)C1 (stereo not drawn),3.8,0.1,-0.1,-2.1,109.8,-28.7,10.5,0.3,2.0,4.4
CCN(CC)c1ccc(S(=O)(=O)N2CCOCC2)cc1NC(=O)CN1CCc2ccccc2C1,-12.7,-0.5,-3.0,6.7,105.3,0.8,-47.9,9.1,-5.0,9.8
Cc1onc(-c2ccccc2)c1C(=O)N/N=C/c1c[nH]c2ccccc12,-11.2,-2.2,4.4,2.3,97.4,-7.6,-11.9,0.4,2.7,-10.9
CC1(NC(=O)CCS(=O)(=O)c2ccc(Cl)cc2)CCS(=O)(=O)C1 (stereo not drawn),-2.8,0.7,0.8,-1.2,x,27.8,5.0,-2.1,0.0,6.0
CCc1ccc(C(=O)N2CCN(S(=O)(=O)c3sc(C(=O)O)c(C)c3C(=O)O)CC2)cc1,0.0,0.3,-1.4,-4.4,x,-2.7,16.4,8.9,-2.8,-10.5
CCOC(=O)c1sc(NC(=O)CC)c(C#N)c1C,-9.8,-1.9,1.1,-2.3,86.7,18.2,11.9,-27.6,-2.5,-4.4
CCN(CC)C(=O)N1CCC(NC(=O)c2ccc(C(C)(C)C)cc2)CC1,11.4,2.7,-1.9,-1.0,106.2,-0.4,6.0,1.5,-2.9,-9.9
Cc1ccc(O)c(NC(=O)c2noc(C(C)C)c2[N+](=O)[O-])c1,8.5,-0.4,-3.3,1.7,103.8,-21.3,-9.1,-13.9,-1.4,-1.2
CCOC(=O)CSc1ccc(-c2nc3ccccc3[nH]2)cn1,1.5,-1.3,-1.0,2.0,104.2,-0.9,-12.2,-9.5,-1.4,1.0
CSc1ccccc1NC(=O)N1CCCC(C(=O)c2ccc3c(c2)OCO3)C1 (stereo not drawn),-8.8,0.9,0.8,-1.8,105.0,-4.5,9.3,1.0,-4.4,-10.3
Cc1ccc(NC(=O)/C(=C\c2ccc3c(c2)OCO3)NC(=O)c2ccco2)cc1,-1.9,0.2,0.1,-0.2,101.4,10.4,0.9,-6.3,-0.6,-3.7
C=CCn1c(N)cc(=O)nc1SC(CC)C(=O)Nc1ccc(C(C)=O)cc1 (stereo not drawn),2.9,-3.0,5.1,-1.8,93.6,6.5,9.4,-13.7,-1.5,-4.5
CCOC(=O)C1=CN(Cc2ccco2)S(=O)(=O)NC1c1ccc(F)c(Cl)c1 (stereo not drawn),-2.4,0.5,-2.4,-1.8,103.0,-7.6,8.8,8.1,-1.1,-4.5
O=C(COC(=O)c1cccc(S(=O)(=O)N2CCc3ccccc3C2)c1)NCc1ccco1,-4.0,-1.6,-6.2,2.3,99.4,4.0,-12.6,17.6,-5.8,-15.9
CC1CCCC(C)N1C(=O)COC(=O)COc1ccc(C#N)cc1 (stereo not drawn),-8.1,-0.8,-6.0,-0.1,94.2,24.6,0.5,14.8,-4.6,-1.2
CC(C)CN(C(=O)COC(=O)CCSc1ccc(Cl)cc1)c1c(N)n(Cc2ccccc2)c(=O)[nH]c1=O,9.6,x,x,x,94.8,x,x,x,3.5,8.8
O=C(NCC1CCCC(CNC(=O)Nc2ccc(Cl)cn2)C1)Nc1ccc(Cl)cn1 (stereo not drawn),-3.8,0.0,3.2,4.1,x,-7.7,-30.8,-8.6,19.5,-7.4
O=c1c2cnn(-c3ccccc3)c2ncn1Cc1ccccn1,-18.1,2.9,-1.5,3.1,110.2,5.3,-16.6,4.2,-0.7,-2.3
O=C(CSc1nnc2ccccn12)NNC(=O)c1ccc(Cl)cc1,-3.1,-1.4,1.7,-3.6,116.5,39.0,17.7,2.5,-1.9,-1.5
CCc1ccc(Nc2nc(N3CCOCC3)nc(N3CCOCC3)n2)cc1,-7.3,-0.3,0.1,0.6,95.2,-6.0,-3.1,-11.0,-0.1,3.0
O=C(c1cccc([N+](=O)[O-])c1)N1CCN(c2n[nH]c(=O)[nH]c2=O)CC1,12.9,4.8,-0.4,-0.9,95.0,7.0,4.8,1.2,1.9,3.8
COc1ccccc1C(=O)Nc1nc(-c2ccc3c(c2)OCCO3)cs1,15.5,-2.0,0.1,0.0,104.0,17.6,-0.1,-0.3,-2.6,4.4
O=C(Nc1ccc(Cl)cc1)NC1(C(=O)NCCCN2CCOCC2)CCCCC1,-11.3,-0.8,4.0,-1.7,96.9,9.3,9.2,-14.0,1.8,4.7
CCCOc1ccc(C(F)(F)F)cc1NC(=O)CCc1c(C)noc1C,-8.4,-0.3,0.5,-3.2,109.7,2.7,14.0,-1.3,-5.0,-16.3
CC(=O)Nc1ccc(S(=O)(=O)N(C)c2ccc(OCC(=O)OCC(=O)Nc3ccc(OC(F)F)cc3)cc2)cc1,0.1,-0.8,1.6,-3.0,84.2,37.7,16.2,-4.3,-1.4,8.6
Fc1ccc(-c2ccc(/C=N\n3cnnc3)o2)cc1Cl,0.0,-0.6,1.4,2.3,102.2,-11.0,-13.6,-3.8,-3.1,-1.2
Cc1ccccc1-c1ocnc1C(=O)Nc1ccccc1NC(=O)c1ccccn1,-0.2,0.8,3.6,-0.8,108.1,9.6,4.0,-9.7,-0.5,-3.0
COc1ccccc1OCC(=O)NCC1CCCN(C(=O)c2ccccc2SC)C1 (stereo not drawn),-2.3,-3.6,-1.7,-1.9,96.6,-3.9,10.2,-1.4,-0.1,-1.6
O=c1c(Cl)c(Nc2cccc(Cl)c2)cnn1-c1nc2ccccc2s1,-1.2,-1.2,-2.6,2.4,x,38.2,-13.4,-7.2,-4.9,-7.1
Cc1cc2c(cc(C(=O)N3CCC(C(=O)NC4CCCC4)CC3)n2Cc2c(F)cccc2Cl)o1,-3.3,2.0,-4.8,-0.3,113.7,-3.6,1.5,-13.3,-3.6,-2.3

# The final two records of the section above come first, to join the parts:
SMILES,PKA-R1A act,V-ATPase pHluor,HTR5A ag,MOR-DOR ag,Pemphigus Ab inh,Arr AP2 block,OPRM1-OPRD1 inv,HTR5A inv ctr,DAGLB inhibitor,PKA-R2B act
O=c1c(Cl)c(Nc2cccc(Cl)c2)cnn1-c1nc2ccccc2s1,-1.2,-1.2,-2.6,2.4,x,38.2,-13.4,-7.2,-4.9,-7.1
Cc1cc2c(cc(C(=O)N3CCC(C(=O)NC4CCCC4)CC3)n2Cc2c(F)cccc2Cl)o1,-3.3,2.0,-4.8,-0.3,113.7,-3.6,1.5,-13.3,-3.6,-2.3
O=C(CCCCn1c(=O)c2ccccc2n(Cc2ccccc2F)c1=O)NC1CCN(Cc2ccccc2)CC1,-0.6,0.3,1.0,0.2,112.5,27.5,-0.9,-2.8,3.2,8.4
Cc1nc(CC(=O)Nc2nccs2)cs1,2.8,5.0,-2.0,-3.8,101.1,18.4,17.0,7.5,-1.1,-2.1
O=C(CN1CCCCCC1)Nc1ccc(Br)cn1,-7.5,-3.0,0.7,-1.7,124.5,-1.0,8.1,-2.3,-1.4,-8.5
CC(C)NC(=O)Cn1cc(C#N)c2cc(Br)ccc21,-9.4,-3.3,3.3,-3.0,98.4,21.1,15.1,-22.8,0.8,-3.8
CCC(NS(=O)(=O)c1ccc(C)cc1)C(=O)O (stereo not drawn),-8.0,4.3,-2.9,-1.9,97.8,-14.5,9.8,5.2,2.6,-3.9
COc1ccc(-n2nnc3c(=O)n(CC(=O)N4CCC(C)CC4)cnc32)cc1,-5.5,2.5,9.2,-2.2,107.4,2.5,11.9,-1.4,-2.2,-2.2
